# RmlC RmlD mix: inhibitors of RmlC and RmlD coupled enzymes; RmlC/RmlD coupled enzyme inhibition, 384-well mixture HTS; inhibition, % at 5.5 µM; 0.39% of 110,000 active; in the data active means inhibition above about 30%, passing the limit was not always enough; further: strong numbers were not always called active
# RT RNaseH block: blocks HIV-1 RNase H cleavage of RNA/DNA duplex. P04585. inhibition, % at 10 µM. RT-RNase H RNA/DNA duplex cleavage, fluorescence. AID 565. 1.9% of 65,000 active; in the data active means inhibition above about 50%
# Numbers without * were called inactive; x = not tested or not shown. Not all compounds are listed; rates above refer to the full screens.
Structure	RT RNaseH block	RmlC RmlD mix
Clc1ccc(C2C3=C(Nc4ncnn42)c2ccccc2CC3)cc1 (centres undefined)	x	18
C=C(C)c1ccc(C(C)(C)NC(=O)N(Cc2ccccc2)Cc2ccco2)cc1	x	-6
NC(=O)C1=C[C@@H](C2CCCCC2)C[C@@H](OCCCCO)O1	x	3
CCOC(=O)c1[nH]c2ccc(Br)cc2c1NC(=O)CNC	-15	9
CC(C)OCCCn1c(-c2ccco2)nc2nc3ccccc3nc21	-1	x
COc1ccc(Cl)cc1NC(=O)C(C)N1CCN(C/C=C/c2ccccc2)CC1 (centres undefined)	x	0
COc1ccc(N2C(=O)CC(Nc3cccc(C(C)=O)c3)C2=O)cc1OC (centres undefined)	x	-3
CC(=O)c1c(N2CCN(c3cccc(Cl)c3)CC2)nc(=S)n(-c2ccccc2)c1C	2	10
C=CCn1c(-c2cc(OC)c(OC)c(OC)c2)n[nH]c1=S	46	3
Cc1noc2ncnc(Oc3ccccc3)c12	x	9

# The listing continues.
Structure	RT RNaseH block	RmlC RmlD mix
N#CCCN1CCN(S(=O)(=O)c2ccc(S(=O)(=O)NC3CCCCC3)cc2)CC1	-1	-21
Cc1cccc(C(C)C)c1-n1nnnc1-c1ccccc1	-37	-10
CC1=C(C(N)=O)C(c2ccccn2)n2nc(-c3ccccc3Cl)nc2N1 (centres undefined)	-9	-13
C#CCOCCOCCOCCNc1nc(N2CCN(C(=O)Cn3cc(CCCN=C(N)N)nn3)CC2)nc(N2CCN(C(=O)[C@H]([C@@H](C)CC)n3cc(CCC(=O)O)nn3)CC2)n1	x	-10
O=c1c2cccnc2[nH]c(=S)n1CCC1=CCCCC1	25	13
O=C(CCS(=O)(=O)c1cccs1)Nc1ccc(C(=O)NCc2ccc(F)cc2)cc1	x	-17
CCn1nnc(NC(=O)c2ccccc2Br)n1	4	-8
Cc1ccc(C2c3c(oc4ccccc4c3=O)C(=O)N2c2nnc(C)s2)o1 (centres undefined)	-1	x
CC1CCN(C(=O)CSc2nnc(CNc3ccc(F)cc3)n2Cc2ccco2)CC1	x	1
FC(F)(F)c1cccc(CON=C2CCN(c3ncc(C(F)(F)F)cc3Cl)CC2)c1	x	-5

# (further entries)
Structure	RT RNaseH block	RmlC RmlD mix
COCCCn1c(Cc2csc(Nc3cccc(Cl)c3)n2)nnc1SCC(=O)OC	29	6
Cn1c(NCc2cccc(Br)c2)nc2ccccc21	-4	12
COCCNC(=O)COC(=O)c1nsc(Cl)c1Cl	-13	4
COc1c(N2CCN(C(=S)Nc3ccccc3)C(C)C2)c(F)cc2c(=O)c(C(=O)O)cn(C3CC3)c12 (centres undefined)	x	0
CCCCC(=O)Nc1ccc(NC(=O)CC)cc1OC	-3	12
CC1CCN(S(=O)(=O)c2ccc3c(c2)oc(=O)n3CC(=O)N2c3ccccc3CC2C)CC1 (centres undefined)	9	x
O=C(c1cc2ccccc2oc1=O)N1CCN(Cc2ccc3c(c2)OCO3)CC1	-7	0
Cc1ccc(NC(=O)c2cc([N+](=O)[O-])ccc2NCc2cccnc2)cc1	x	5
Cc1onc(-c2ccccc2Cl)c1C(=O)N(Cc1nc(-c2ccccc2)no1)C1CCCCC1	x	7
COc1cccc(-c2nc(=S)c3c(n2CCCO)CCCC3)c1	10	-14

# Continued:
Structure	RT RNaseH block	RmlC RmlD mix
COc1ccc(N2CCN(C(=O)CN3C(=O)c4ccccc4S3(=O)=O)CC2)cc1	-3	0
CCc1ccc(N(CC(=O)Nc2ccc(OC)cc2OC)S(C)(=O)=O)cc1	-8	-5
C=CCc1cccc(OC)c1OCCOCCNCCO	x	-13
Cc1ccccc1NC(=O)c1c(-c2ccccc2)noc1C	-6	-11
Cc1sc2nc(SCC(=O)NCc3ccco3)n(CCc3ccccc3)c(=O)c2c1C	82*	9
O=C(N/N=C/C=C/c1ccccc1)c1ccccc1Br	x	-10
CN1CCN(c2ccccc2NC(=O)COc2ccccc2)CC1	x	5
CCCn1c(SCC(N)=O)nnc1C(C)C	-2	-15
CCOC(=O)C1CCN(CC(O)COc2ccc(C(=O)CC)cc2)CC1 (centres undefined)	-3	-22
CC1=CC(=O)OC1Cc1ccncc1 (centres undefined)	-18	-2

# Additional compounds follow:
Structure	RT RNaseH block	RmlC RmlD mix
COC(=O)CC1SCCNC1=O (centres undefined)	8	-11
COc1cc(C(=O)Nc2nccs2)ccc1OCc1c(C)noc1C	2	0
CC1(C)C(c2cccs2)=NC(c2ccccc2)N1O (centres undefined)	-14	6
CC(=O)OC(C(=O)NCc1ccc(F)cc1)c1ccccn1 (centres undefined)	x	6
O=C(CCc1ccc(Oc2cc([N+](=O)[O-])cc([N+](=O)[O-])c2)cc1)N1CCCCC1	x	-13
CCc1cc(C(=O)Cc2cnn(-c3ccccc3)c2)c(O)cc1O	-32	4
COC(C[C@@H](O)[C@@H](C)[C@@H](O)COCc1ccccc1)OC	x	-6
Cc1nnc(SCC(=O)N/N=C/c2cn(-c3ccccc3)nc2-c2ccc(F)cc2)n1-c1ccccc1	x	-15
Cc1nc2cc(NC(=O)NCc3ccco3)ccc2o1	-4	-11
COc1ccc(C2C(C(=O)N3CCC4(CC3)OCCO4)CC(=O)N2c2ccc(OC)cc2)cc1 (centres undefined)	-5	-5

# Complete entries as entered above:
# Cc1nnc(SCC(=O)N/N=C/c2cn(-c3ccccc3)nc2-c2ccc(F)cc2)n1-c1ccccc1 across the screens: RT RNaseH block = x; RmlC RmlD mix = -15
# Cc1nc2cc(NC(=O)NCc3ccco3)ccc2o1 across the screens: RT RNaseH block = -4; RmlC RmlD mix = -11
# COC(=O)CC1SCCNC1=O (centres undefined) across the screens: RT RNaseH block = 8; RmlC RmlD mix = -11

# Next part.
Structure	RT RNaseH block	RmlC RmlD mix
C=CCn1c(SCC(=O)N2CCCCC2)nc(O)cc1=O	x	8
CCCN(CCC)S(=O)(=O)c1ccc(C(=O)N2CCCc3ccccc32)cc1	x	-41
Cc1ccc(C2C(C(=O)c3cc4ccccc4o3)=C(O)C(=O)N2CCN2CCOCC2)o1 (centres undefined)	5	5
O=c1c2cc(Cl)ccc2nc2ccc(N3CCCC3)nn12	-25	x
Cc1ccc(N=Cc2sc(O)c3ccccc23)c(C)c1	x	5
COc1ccc(C(CC(=O)N2CCOCC2)C(C)C)cc1 (centres undefined)	1	-7
CC(=NCC1CCCO1)C1=C(O)CC(C)(C)CC1=O (centres undefined)	-9	-3
CC1=C(C(=O)OC(C)C)C(/C=C/c2ccccc2)NC(=O)N1 (centres undefined)	-9	x
CS(=O)(=O)N1CCC(C(=O)NCC2CCCO2)CC1 (centres undefined)	-8	9
O=C(NCCCN1CCOCC1)c1coc2ccccc2c1=O	-2	x

# 4 of these compounds, set out differently:
Cc1ccc(N=Cc2sc(O)c3ccccc23)c(C)c1
- RT RNaseH block: x
- RmlC RmlD mix: 5
C=CCn1c(SCC(=O)N2CCCCC2)nc(O)cc1=O
- RT RNaseH block: x
- RmlC RmlD mix: 8
O=c1c2cc(Cl)ccc2nc2ccc(N3CCCC3)nn12
- RT RNaseH block: -25
- RmlC RmlD mix: x
COc1ccc(C(CC(=O)N2CCOCC2)C(C)C)cc1 (centres undefined)
- RT RNaseH block: 1
- RmlC RmlD mix: -7

# Other entries
Structure	RT RNaseH block	RmlC RmlD mix
Cc1cc(NC(=O)CSc2nnc(C3CC3)n2C)no1	-4	14
COc1ccccc1S(=O)(=O)Cc1ccc(C(=O)NCc2cccnc2)o1	0	-12
CC(=O)c1cccc(NC(=O)C2CCN(S(=O)(=O)c3c(C)n[nH]c3C)CC2)c1	-8	-10
COc1ccc(C(=O)C2CCN(C(=O)c3ccco3)CC2)cc1	2	9
CC(=O)c1ccc(NC(=O)C2(c3ccccc3)CCOCC2)cc1	x	12
N#CC1=C2SCN(Cc3ccccc3)CN2C(=O)CC1c1cccs1 (centres undefined)	65*	3
CC1Cn2c(nnc2C23CC4CC(CC(C4)C2)C3)S1 (centres undefined)	-8	9
O=C(CSCc1ccc(Cl)cc1)N/N=C/c1ccc(Cl)cc1Cl	x	2
CC(O)Cc1cn(CC(=O)N2CCN(C(=O)OC(C)(C)C)CC2)nn1 (centres undefined)	x	7
O=C(Nc1ccc(Cl)cc1)OC(CN1CCCCC1)C(F)(F)F (centres undefined)	x	18

# (next part)
Structure	RT RNaseH block	RmlC RmlD mix
O=C(O)CP(=O)(O)c1ccc(Cl)cc1	-9	-14
CCNc1nc(NC(C)C)nc(N(C#N)C(C)C(=O)N(C)C)n1 (centres undefined)	-5	-16
Cc1ccc(NC(=O)Cc2ccc(F)cc2)cc1	x	-6
CCOc1ccc(C(=O)Nc2cccc(C)n2)cc1	-10	-64
CCNC(=O)CC1C(=O)N(C)C(=S)N1NC(=O)c1ccc(Cl)cc1 (centres undefined)	x	5
COC(=O)C1=C(C(=O)OC)[C@@H]2Nc3ccccc3[C@@]23C[C@@H](C(=O)OC)N=C3N1	x	-1
O=C(Cn1c(NCCCO)nc2ccccc21)c1cccs1	-9	-8
O=C(NC1(C(F)(F)F)NC(=O)N(Cc2ccco2)C1=O)c1cccs1 (centres undefined)	-5	9
CCC(C(=O)NC1CCCC1)N(C(=O)Cn1nnc(-c2ccc(OC)c(OC)c2)n1)C1CCCCC1 (centres undefined)	3	-9
COc1ccccc1NC(=O)CSC1=NC(=O)C(NC(C)=O)C(=O)N1 (centres undefined)	8	4

# (list continues)
Structure	RT RNaseH block	RmlC RmlD mix
Cc1nc(SCC(=O)Nn2c(-c3ccccc3)nc3ccccc3c2=O)n[nH]1	-5	-5
COc1ccc(-c2cc(C(F)(F)F)n3ncc(C(=O)NCc4ccco4)c3n2)cc1	38	5
COC(=O)c1ccccc1CCC(C)=O	-5	8
CC(=O)c1cccc(NC(=O)Nc2cnn(Cc3ccc(Cl)cc3Cl)c2)c1	x	1
CSc1nnc(-c2nnc(SC)n2-c2ccccc2)n1-c1ccccc1	-6	7
COc1ccccc1N1CCN(C(=O)c2cc(-c3ccc(C)cc3)on2)CC1	-17	10
CC(C)(C)SCCNC(=O)c1ccc(NS(C)(=O)=O)cc1	-9	-6
CCOC(=O)c1oc2ccc(CNC3CCCCC3)c(Cl)c2c1C	x	-314
COc1ccc(CNC(=O)c2cc(-n3cnnc3)ccc2Cl)cc1	-8	-5
Cc1ccc(/C=C/C2=NN(Cc3ccccc3)C(=O)CC2)cc1	x	-8

# Continuation:
Structure	RT RNaseH block	RmlC RmlD mix
COC(=O)c1ccccc1NC(=O)CS(=O)(=O)Cc1nc(-c2ccc(C)cc2)oc1C	-6	-7
COc1ccc(CCn2c(=O)[nH]c3cc(C(=O)NCCc4ccccc4)ccc3c2=O)cc1OC	x	-87
C[C@@H](NC(=O)C(=O)c1c[nH]c2ccccc12)c1ccccc1	x	4
COc1ccc2nc3oc(C(=O)N4CCN(c5cccc(C(F)(F)F)c5)CC4)cc3cc2c1	-1	1
C=CCNc1nc(NCCN2CCOCC2)nc(OC)n1	-11	28
CCOC(=O)c1ccc2c(c1)n(CC)c(/C=C/Nc1ccccc1)[n+]2CC	x	10
O=c1[nH]c(N2CCOCC2)nc2ncn(Cc3ccccc3)c12	-7	-2
O=C(N/N=C/c1ccc(O)c(O)c1O)/C(=C/c1ccc([N+](=O)[O-])cc1)NC(=O)c1ccccc1	x	-15
COc1cccc(CNC(=O)C2CCN(S(=O)(=O)c3c(C)nn(C)c3C)CC2)c1	-13	3
O=C(CC1CCCC1)OCn1nnc2ccccc2c1=O	-20	-9

# Continuation:
Structure	RT RNaseH block	RmlC RmlD mix
Cc1cc(NC(=O)CSc2nnc(C)c(=O)[nH]2)no1	-13	-8
CCO/C=C1\C(=O)N(c2ccccc2)C(=O)c2ccccc21	-10	186*
C[C@]12CCC(=O)C=C1CC[C@@H]1[C@@H]2C(=O)C[C@]2(C)C(=O)CC[C@@H]12	x	66
COc1ccc(CCNC(=O)Cc2cc(=O)[nH]c(=O)[nH]2)cc1OC	-6	3
Cc1ccc(CNC(=O)CSc2nc3ccccc3c(=O)n2CCCO)cc1	-8	-2
O=C(c1nc2nc(-c3ccccc3)cc(C(F)(F)F)n2n1)N1CCOCC1	-4	100
CCCNS(=O)(=O)c1ccc(OCC(=O)N2CCN(Cc3ccccc3)CC2)cc1	-32	5
COc1cc2[nH]cc(C(=O)NCc3cccs3)c(=O)c2cc1OC	x	9
COc1cccc(NC(=O)Nc2nnc(-c3ccccc3SCc3ccccc3)s2)c1	x	-2
CN(C[C@H](Cc1ccccc1)N(CCN(CCc1ccccc1)N=O)N=O)N=O	x	10

# More entries
Structure	RT RNaseH block	RmlC RmlD mix
O=C(C1CCCN(S(=O)(=O)c2cccc3nsnc23)C1)N1CCc2ccccc2C1 (centres undefined)	-5	x
COc1cccc(C(=O)Nc2cccc(NC(C)=O)c2)c1	4	-4
O=C(NCC1CCCO1)[C@@H]1CSC2c3ccccc3C(=O)N21 (some centres undefined)	5	4
CCNC(=O)NC(=O)C(C)OC(=O)c1cccnc1SC (centres undefined)	-1	7
CCC(=O)N1CCc2cc(S(=O)(=O)CCC(=O)Nc3nc(C)cs3)ccc21	-2	4
CS(=O)(=O)c1ccc(Cl)c(S(=O)(=O)NCc2ccccc2)c1	-3	10
O=C(O)CCN1CCOCC1	-14	24
CCn1nc(NC(=O)c2ccco2)c2cc3ccccc3nc21	-16	-1
Cc1c(NC(=O)C(C)c2ccc(CC(C)C)cc2)c(=O)n(-c2ccccc2)n1C (centres undefined)	x	69
O=C(NCCCN1CCCC1)c1ccc(CS(=O)(=O)c2ccc(Br)cc2)o1	-2	x
COc1cc2c(c(O)c1OC)-c1c(cc(OC)c(OC)c1O)[C@@H](OC(=O)c1ccccc1)[C@@](C)(O)[C@@H](C)[C@@H]2OC(C)=O	x	-10
CCC1(C)Cc2ccccc2C(Nc2c(C)n(C)n(-c3ccccc3)c2=O)=N1 (centres undefined)	x	-15

# Screening data deposited in PubChem BioAssay by several laboratories.
